Screening data deposited in PubChem BioAssay by several laboratories.
Rev-erbA mod: modulators of Rev-erb alpha DNA binding, primary screen, biochemical, FITC-DNA, fluorescence polarization, uHTS; Nuclear receptor subfamily 1 group D member 1 (Homo sapiens), P20393; Rev-erbα–FITC-DNA binding, 90 min; activity, % at 10 µM; hit rate 0.79% among 370,000; AID 1259318, 2017;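 active = activity above about 14%, limit read from the data; passing the limit was not always enough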;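 note: 0% = DMSO wells with 35 nM protein and 100% = DMSO wells with 750 nM protein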
Target sequence (P20393 whole entry, looked up): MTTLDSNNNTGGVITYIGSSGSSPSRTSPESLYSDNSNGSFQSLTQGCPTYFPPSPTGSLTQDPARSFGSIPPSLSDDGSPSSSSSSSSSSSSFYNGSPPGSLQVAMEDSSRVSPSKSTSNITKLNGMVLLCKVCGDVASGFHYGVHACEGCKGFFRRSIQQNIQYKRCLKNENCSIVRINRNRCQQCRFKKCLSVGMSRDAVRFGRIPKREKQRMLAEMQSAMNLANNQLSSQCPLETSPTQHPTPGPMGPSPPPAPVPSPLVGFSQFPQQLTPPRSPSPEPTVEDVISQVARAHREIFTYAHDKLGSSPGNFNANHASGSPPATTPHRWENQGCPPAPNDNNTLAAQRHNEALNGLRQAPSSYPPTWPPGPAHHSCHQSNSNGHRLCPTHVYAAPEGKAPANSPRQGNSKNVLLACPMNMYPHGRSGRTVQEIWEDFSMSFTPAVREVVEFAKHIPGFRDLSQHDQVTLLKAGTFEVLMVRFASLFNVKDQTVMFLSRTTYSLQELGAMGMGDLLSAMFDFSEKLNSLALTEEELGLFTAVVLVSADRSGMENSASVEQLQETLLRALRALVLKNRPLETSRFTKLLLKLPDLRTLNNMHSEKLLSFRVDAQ
NPR1 activator: GC-A stimulated cGMP production enhancers – HEK293 GC-A cells, cGMP TR-FRET, EC30 ANP, primary screen; 0% at EC30 ANP, 100% saturating ANP; Atrial natriuretic peptide receptor 1 (Homo sapiens), P16066; activation, % at 10 µM; AID 1671463, 2021; hit rate 0.14% among 370,000; in the data active = activation above about 40%
SMARCA2 act: SMARCA2 (BRM) function activators, primary screen, cell-based, luminescence, high throughput. AID 652017, 2013. activation, % at 9.1 µM. hit rate 1% among 370,000. MG213 cells, MMTV-luciferase reporter, dexamethasone, overnight; in the data active = activation above about 7.8%;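 note: 0% = vehicle wells and 100% = reference activator wells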
GC-B act: human GC-B receptor activators, primary screen, HEK293 GC-B cells, cGMP TR-FRET, EC30 CNP. Atrial natriuretic peptide receptor 2 (Homo sapiens), P20594. 0% at EC30 CNP, 100% saturating CNP. activation, % at 10 µM. hit rate 0.11% among 370,000. AID 1920062, 2024;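 active = activation at 10 µM reaching about 35% in either raw or pattern-adjusted values, limit read from the data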
ABHD4 inh: ABHD4 inhibitors, primary screen, biochemical, fluorescence polarization, mouse | AID 720543, 2013 | purified mABHD4, FP-Rh probe fluorescence polarization | inhibition, % at 8.92 µM | hit rate 0.54% among 370,000 | (Lyso)-N-acylphosphatidylethanolamine lipase (Mus musculus), Q8VD66;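 active = inhibition exceeding the mean over every tested compound plus 3 SD, cut at about 30% in these data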;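 note: 0% = plate median of compound wells and 100% = S159A mutant with DMSO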
Target sequence (Q8VD66 whole entry, looked up): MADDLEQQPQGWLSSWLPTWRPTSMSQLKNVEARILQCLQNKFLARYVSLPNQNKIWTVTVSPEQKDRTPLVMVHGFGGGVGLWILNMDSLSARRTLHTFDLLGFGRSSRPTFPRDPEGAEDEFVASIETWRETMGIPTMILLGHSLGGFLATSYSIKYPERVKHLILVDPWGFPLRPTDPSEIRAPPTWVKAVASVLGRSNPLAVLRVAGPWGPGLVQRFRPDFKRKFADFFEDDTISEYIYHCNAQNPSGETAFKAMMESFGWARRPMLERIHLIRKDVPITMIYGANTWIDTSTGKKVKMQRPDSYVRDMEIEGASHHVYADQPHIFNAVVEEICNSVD
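Doses – 8.92 µM, single dose · Material – wild-type mouse ABHD4 protein · Replication – single well per compound (singlicate) · Measure – percent inhibition of probe binding, normalized to plate controls · Schedule – 45 min compound pre-incubation plus 60 min probe step, 25 °C · Detection – fluorescence polarization with parallel and perpendicular emission, 525/598 nm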
ASAP1 GAP inh: inhibitors of human ASAP1 ArfGAP activity, primary screen, biochemical, fluorescence polarization | Arf-GAP with SH3 domain, ANK repeat and PH domain-containing protein 1 (Homo sapiens), … | ASAP1-stimulated ARF1 GTP hydrolysis, GDP FP detection | inhibition, % at 16.5 µM | hit rate 0.19% among 360,000 | AID 624377, 2012; in the data active = inhibition above about 25%;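 note: 0% = vehicle with enzyme and substrate and 100% = no enzyme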
HTRA1 inh: HTRA1 serine protease inhibitors, primary screen, biochemical, fluorescence polarization, HTS | inhibition, % at 5.96 µM | recombinant HTRA1, FP-rhodamine activity-based probe | hit rate 0.5% among 340,000; in the data active = inhibition above about 36%;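 note: 0% = enzyme with DMSO and 100% = wells lacking enzyme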
PG9 binder: binders of HIV-1 gp120 antibody PG9, primary screen, biochemical, TR-FRET; HIV-1 gp120 / PG9 antibody interaction; TR-FRET gp120-PG9 antibody binding; inhibition, % at 6.7 µM; hit rate 0.43% among 360,000; AID 624416, 2012; in the data active = inhibition above about 8.5%
ARFGAP1 inhibitor: inhibitors of rat ARFGAP1 GAP activity, primary screen, biochemical, fluorescence polarization, GDP tracer; ADP-ribosylation factor GTPase-activating protein 1 (Rattus norvegicus), Q62848; Arfgap1-stimulated ARF1 GTP hydrolysis, GDP FP detection; inhibition, % at 16.5 µM; hit rate 0.26% among 360,000; AID 651572, 2012;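 active = inhibition above a per-plate limit, mean inhibition of low control wells plus 3 SD, cut at about 25% in these data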;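 note: 0% = DMSO wells with enzyme and 100% = wells lacking Arfgap1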
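Material: rat Arfgap1 GAP domain (His6, aa 1-136), purified enzyme. Also added: human ARF1(Δ1-17)-GTP substrate. Compound dosing: 16.5 µM single point, 1.26% DMSO. Timing: enzyme reaction 120 min at 25 °C after 20 min preincubation. Signal: GDP detection by fluorescence polarization. Read-out basis: percent inhibition of GAP-stimulated GDP formation, scaled between DMSO and no-Arfgap1 medians.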
rCAG RNA binder: binders of r(CAG) RNA repeats, primary screen, biochemical, fluorescence; hit rate 1.3% among 370,000; r(CAG) RNA repeat, TO-PRO-1 dye displacement fluorescence; inhibition, % at 3 µM;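 active = inhibition above the plate cutoff, the mean of all test compounds on that plate plus 3 SD, cut at about 35% in these data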;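 note: 0% = DMSO alone and 100% = 100 µM mitoxantrone as full dye displacement; higher means more dye released from RNA so lower well fluorescence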
* marks the source's active call; other numbers are inactive results; x = no result given.

SMILES	Rev-erbA mod	NPR1 activator	SMARCA2 act	GC-B act	ABHD4 inh	ASAP1 GAP inh	HTRA1 inh	PG9 binder	ARFGAP1 inhibitor	rCAG RNA binder
O=C(CN1C(=O)CS/C1=C\c1nc(-c2ccc(Cl)cc2)cs1)Nc1cccnc1Cl	-1	4	-1	5	1	6	-3	0.2	4	6
O=C(CSc1nc2ccccc2nc1N1CCOCC1)N1CCN(S(=O)(=O)c2cccc([N+](=O)[O-])c2)CC1	1	-7	1	-13	4	x	x	x	x	8
CN1CCN(C(=O)c2ccc(Cl)cc2)CC1	2	1	-2	-3	-14	2	7	-0.9	8	-2
Cc1nc(NC(=O)c2ccccc2)sc1-c1csc(Nc2ccc(C(=O)O)cc2)n1	3	-5	-2	-6	0	8	3	-2.6	14	17
COC(=O)c1csc(S(=O)(=O)N2CCOCC2)c1OC	0	2	0	5	7	-3	3	-1.8	9	0
Cc1nn(-c2ccccc2)c(C)c1-c1ccccc1O	4	-4	-1	-4	1	-2	1	-2.2	8	0
COc1ccc(C(CC(=O)O)NC(=O)C(c2ccccc2)c2ccccc2)cc1 (stereo unspecified)	1	1	0	1	-2	1	3	0.9	12	8
Cc1cccc(COc2ccccc2C(=O)N(C)CC(=O)Nc2cccc(F)c2)c1	-1	-3	-3	8	-16	-2	-19	0.7	-1	4
CC(=O)OC(C(=O)Nc1nccs1)c1ccccc1 (stereo unspecified)	4	-3	-2	-4	-9	-3	8	-2.7	2	0
CC1(C)CC(NC(=O)Cc2ccccc2)CC(C)(C)N1	-4	2	-3	1	-10	5	-3	-1.8	0	0
Fc1cccc(Cc2noc(CN3CCC(c4ccncc4)CC3)n2)c1	1	4	0	5	-2	-5	2	0.4	-4	-9
CCOC(=O)c1ccc(NC(=S)N(CCCN2CCCCCC2)Cc2ccco2)cc1	5	0	3	0	1	-1	-10	-1.3	-4	-3
O=C(Cc1cccs1)NCc1ccc(Cl)cc1	0	-5	0	-1	3	5	4	-1.3	2	4
COC(=O)Cn1c(CN2CCc3ccccc3C2)nc2c1c(=O)n(C)c(=O)n2C	1	0	-2	-3	2	0	-3	-2.7	5	5
Nc1nc(-c2ccc3c(c2)OCCO3)c(CC(=O)O)s1	0	3	0	3	8	7	3	0.0	-11	6
Cc1ccccc1Cn1c(=O)n(-c2ccccc2)c(=O)c2ccc(C(=O)NCc3ccco3)cc21	1	2	1	2	2	12	-3	-0.4	1	3
O=C(NCc1ccccc1)C1=C[C@H](C2CC2)C[C@H](OCCCCO)O1	4	1	0	-1	-2	2	-4	0.7	9	-1
O=C(Cn1[nH]c(=O)c2ccccc2c1=O)Nc1cccnc1	-9	-1	3	4	-3	9	3	0.4	-1	0
O=C(CN(Cc1ccccc1)C(=O)CCC(=O)Nc1nccs1)NCc1ccco1	4	1	-2	-2	-1	-9	6	1.0	3	-1
Fc1cccc(Cc2noc(CN3CCCCC3c3ccccn3)n2)c1 (stereo unspecified)	-2	-2	4	0	0	-7	2	-1.4	-10	-10

Part of the list above, reduced to PG9 binder.
mol | PG9 binder
O=C(NCc1ccccc1)C1=C[C@H](C2CC2)C[C@H](OCCCCO)O1 | 0.7
COC(=O)c1csc(S(=O)(=O)N2CCOCC2)c1OC | -1.8
Fc1cccc(Cc2noc(CN3CCCCC3c3ccccn3)n2)c1 (stereo unspecified) | -1.4
Fc1cccc(Cc2noc(CN3CCC(c4ccncc4)CC3)n2)c1 | 0.4

(more compounds)
SMILES	Rev-erbA mod	NPR1 activator	SMARCA2 act	GC-B act	ABHD4 inh	ASAP1 GAP inh	HTRA1 inh	PG9 binder	ARFGAP1 inhibitor	rCAG RNA binder
O=C1c2ccccc2C(=O)N1c1ncccn1	-2	-7	-2	5	-10	-3	2	0.0	0	1
O=C(/C=C/c1ccccc1)CC(O)(c1ccccc1)C(F)(F)C(F)F (stereo unspecified)	3	-4	-7	0	-20	4	-37	0.7	0	0
COc1ccc(C(=O)NCc2nnc(SC)n2C2CCCCC2)cc1	6	1	-4	5	-2	-8	2	0.0	-3	-2
O=C(Nc1nc2ncccn2c1-c1ccccc1)c1ccc(F)cc1	2	-2	-2	-3	-3	x	x	x	x	2
CCn1c(CNc2ccc(OC)cc2)nnc1SCC(=O)N1CCCc2ccccc21	12	-7	-1	-3	-11	7	0	0.7	16	0
CCOc1cccc(C(=O)Nc2ccc3[nH]ncc3c2)c1	6	0	1	-5	0	2	-7	-2.2	5	5
O=C(CN1CCN(c2ccccc2F)CC1)c1c[nH]c2ccc(F)cc12	0	1	0	-12	-4	5	-26	0.0	6	8
CSC1=C(C#N)C(CC(C)C)C(C(C)=O)=C(C)N1 (stereo unspecified)	10	1	-1	-2	-2	12	2	0.8	10	-5
CC(=O)N(Cc1cc(=O)[nH]c2ccccc12)c1ccc(C)cc1C	-1	0	4	-2	2	-19	0	0.3	5	-5
CC(C)(C)C(=O)COC(=O)c1ccc2c(c1)C(=O)N(Cc1ccco1)C2=O	-5	3	-2	4	-1	19	10	0.0	-2	-2
O=C(Nc1nnc(-c2ccco2)o1)c1cccc2ccccc12	-3	2	-2	-2	4	-2	3	-0.5	0	6
CCN(C[C@H]1N[C@@](Cc2ccccc2)(C(=O)OC)[C@H]2C(=O)N(C)C(=O)[C@@H]12)S(=O)(=O)c1ccc(C(F)(F)F)cc1	2	0	-3	-2	-4	-8	1	-1.5	11	1
CCOC(=O)c1c(C)[nH]c(C(=O)NCc2ccccn2)c1C	4	0	2	-2	-2	-14	12	0.1	3	-5
O=C(CSc1nc(C2CC2)nc2ccccc12)Nc1ccccc1N1CCOCC1	-7	-19	-2	-15	3	20	-11	-1.6	5	-4
CC(/C=N/NC(=O)c1cccs1)=C\c1ccccc1	2	-2	2	-4	-4	-11	-28	-2.5	-2	5
O=C(CN(Cc1ccccc1)C(=O)CSc1nnc(COc2ccccc2)o1)NC1CCCC1	-5	-4	-1	-1	2	0	8	-1.3	6	-2
CCOC(=O)CC1C(=O)NCCN1S(=O)(=O)c1ccc(OC)cc1 (stereo unspecified)	-1	2	0	4	4	1	-5	-2.9	10	-1
COCCOC(=O)C1=C(C)N=C2SCCC(=O)N2C1c1ccc(C(=O)OC)cc1 (stereo unspecified)	4	-2	0	-2	-8	-2	-3	-2.2	0	-2
O=C(Nc1ccc(Oc2ccccc2)cc1)c1ccc(Cn2c(=O)[nH]c3ccsc3c2=O)cc1	0	-3	-1	0	6	-9	0	-0.5	-12	12
CC(C)CNS(=O)(=O)c1ccc(CCC(=O)NCc2cccnc2)cc1	-3	7	-2	4	2	-6	-4	-1.0	13	-1
CCOc1ccc(CN2CCNC(=O)C2CC(=O)NC2CCCCCC2)cc1 (stereo unspecified)	-5	-2	0	3	1	-7	-4	-0.5	2	-1
CCOC(=O)CSCC(=O)Nc1ccc(S(=O)(=O)N2CCCCC2)cc1	0	1	-1	2	-6	-6	-1	-0.8	1	2
Cc1ccccc1C(=O)Nc1ccc(N2CCCC2)cc1	-6	0	0	2	17	16	4	-3.3	-6	8
O=C(O)c1ccccc1N(c1ccccc1)c1ccccc1	-4	-2	-1	6	6	-4	x	-0.8	-3	1
CCCN(C(=O)/C=C/c1ccc(S(=O)(=O)N(CC)CC)cc1)C1CCS(=O)(=O)C1 (stereo unspecified)	1	1	-2	1	7	-12	11	1.5	-7	-1
CC(C)(C)N1C(=O)c2ccccc2NC(=O)C1C(=O)NCCc1ccccc1F (stereo unspecified)	4	-1	-1	7	-11	3	x	-0.5	-4	2
O=C(COC(=O)CCC(=O)c1ccc(F)cc1)NCc1ccccc1Cl	-1	-1	-1	-6	1	-16	-3	0.9	-10	1
COc1cc(Cl)c(C)cc1NC(=O)COC(=O)c1ccc(CN2CCCC2=O)cc1	5	3	-6	-1	0	4	-11	1.5	14	7
CC(C)Cn1c(SCC(=O)N2CCc3ccccc3C2)nc(O)cc1=O	0	-2	0	-5	1	-4	-17	-2.6	-10	25
COC(=O)C(C(=O)OC)C(c1ccccc1)C(C(=O)c1ccccc1)[N+](=O)[O-] (stereo unspecified)	-4	2	2	4	-1	-9	-1	0.3	2	0
Cc1ccnc(NC(=O)c2ccco2)n1	-4	3	2	-2	6	5	-8	0.6	8	0
COC(=O)c1cnn(-c2nc(-c3ccccc3)cs2)c1N	-1	2	0	-2	-6	-5	-3	-0.1	3	1
CCc1cccc(C)c1NC(=O)CN(C)Cc1ccccc1F	0	-4	-4	-1	-1	9	-6	1.0	0	-2
NC(=O)CC(NC(=O)Cc1cccc2ccccc12)c1ccc(NCC2CC2)c([N+](=O)[O-])c1 (stereo unspecified)	2	0	-1	0	6	7	1	0.2	3	3
CCOc1ccc(C(=O)NCC(=O)OCC(=O)Nc2ccccc2OC)cc1	-2	2	-2	-3	4	0	9	0.8	7	0
C=C(C)CSCc1nc2ccccc2[nH]1	-4	-2	2	4	0	-5	-7	0.8	-15	1
CC(O)CN=c1cc(-c2ccccc2)oc2ccc(Cl)cc12 (stereo unspecified)	0	10	8.4*	-13	-4	-6	-12	0.6	12	7
Cc1c(Cl)cccc1NC(=O)CCC(=O)NNC(=O)c1ccccc1Cl	5	2	-3	3	-3	-3	0	0.7	2	-1
COc1ccc(NC(=O)C(C/C=C(/C)Cl)C(C)=O)cc1 (stereo unspecified)	0	0	-1	-3	-3	-4	-3	-2.3	1	-6
O/N=C(/c1ccc(F)cc1)C1CC1c1c(F)cccc1Cl (stereo unspecified)	3	-10	1	-7	-24	8	-16	-0.9	-1	7
CCOC(=O)N1CCN(C(=O)CCc2c(C)nc3c(c(C)nn3-c3ccc(C)c(C)c3)c2C)CC1	-3	-1	-3	-5	2	0	-2	-0.2	4	-2
CCSc1nc2ccccc2n1CCC(=O)O	-5	1	1	2	-2	-2	4	-2.2	-6	2
NS(=O)(=O)c1cccc(NC(=O)Cc2ccc(Cl)c(Cl)c2)c1	-3	4	0	-1	-4	6	-13	-1.1	-8	3
